# TAG inh = reduces triacylglycerol accumulation in H9c2 cells | Nile Red lipid (TAG) fluorescence; cells loaded with 200 µM oleic acid | inhibition, % at 12.5 µM | 230,000 compounds, 0.66% hits | AID 651582;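 active means pattern-corrected inhibition of lipid staining of at least 50% with the nuclear-stain viability signal not falling by more than 50%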;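 further: 0% = DMSO wells and 100% = triacsin C control wells; some results filed as inactive read as strong as hits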
# TAG inh DAPI viability = further read-out of TAG inh, marked with its call; DAPI nuclei signal change (viability), lower = more cytotoxic, %;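 whole-well DAPI fluorescence read on a plate reader as a viability signal; minus 50 percent equals half of cells still viable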
# The depositor's hits bear a star. An excerpt; count on the stated rates, not on these rows.
SMILES,TAG inh,TAG inh DAPI viability
Cc1ccc(NC(=O)CC(C)c2ccccc2)cc1S(=O)(=O)N1CCOCC1 (stereo not drawn),12,-7
COCc1cc(C)nc(NC2CCCCC2)c1C#N,4,5
CCn1ncc(Br)c1C(=O)Nc1ncc(C)s1,-8,2
COc1ccc(C(=O)OCC(=O)NC2CC2)cc1S(=O)(=O)N1CCOCC1,1,-3
CC(=O)N1CCc2cc(S(=O)(=O)NCCC(=O)NC3CCCc4ccccc43)ccc21 (stereo not drawn),-13,4
COc1ccc(NC(=O)C23CCC(C)(C(=O)C2)C3(C)C)cc1 (stereo not drawn),0,7
O=C(Nc1cccc2ccccc12)N1CC=C(c2ccccc2)CC1,1,13
O=[N+]([O-])c1ccc(C[n+]2cccc3ccccc32)cc1,-6,8
O=C1/C(=C/c2ccc(F)cc2)SC(=S)N1N1CCOCC1,12,1
CC1CC(C)CN(C(=O)Cn2c(=O)n(CCCCC(=O)NC3CCCC3)c(=O)c3ccccc32)C1 (stereo not drawn),12,-4
Cc1ccc(C(=O)Nc2cccc(C(F)(F)F)c2)cc1Nc1ccccn1,29,-1
C=CCS(=O)(=O)c1cccc2cccnc12,-2,-13
COc1ccc(C(=O)NC(=S)Nc2cccnc2)cc1OC,17,-12
O=C(O)C1C(c2ccccc2)C(C(=O)OCc2ccco2)C1c1ccccc1 (stereo not drawn),25,-12
O=C(c1c(F)cccc1F)N1CCCc2ccccc21,11,-9
CC(C)c1ccc(NC(=O)C(c2ccccc2)N(C)C(=O)c2cnccn2)cc1 (stereo not drawn),2,-2
O=C(C1CCN(S(=O)(=O)c2cccs2)CC1)N(c1ccccn1)C1CCCCC1,1,18
Clc1nnc(NN=C2CCCC2)c2ccccc12,-7,4
CCOc1ccc(C(=O)NCc2ccncc2)cc1OCC,-1,-1
Oc1ccc(O)c(Cc2nc3ccccc3s2)c1,7,4
Cn1c(N)c(C(=O)COC(=O)CCc2c[nH]c3ccccc23)c(=O)n(C)c1=O,0,7
COC(=O)c1ccc(NC(=O)C2CCCN2S(=O)(=O)c2ccc(C)cc2)cc1 (stereo not drawn),4,-4
CC(=O)NC1=C(C#N)C(c2ccccc2)c2c(ccc3ccccc23)O1 (stereo not drawn),42,-9
O=C(NCCc1ccccc1)c1ccc2c(c1)S(=O)(=O)c1cc(Cl)ccc1C2=O,-16,-13
Cc1cc(Cl)ccc1NC(=O)/C=N/O,7,-4
O=C(NCCCN1CCCC1=O)c1cc(-c2cccnc2)nc2ccc(Cl)cc12,2,4
COc1ccc(OC)c(NC(=O)COC(=O)COc2c(Cl)cc(Cl)c3ccc(C)nc23)c1,-3,1
Cc1ccc(NC(=O)CN(C)C(=O)c2ccc3[nH]c4c(c3c2)CC(C)CC4)cc1 (stereo not drawn),-8,1
Cc1cccc(NC(=O)COC(=O)c2ccccc2-c2nc3ccccc3s2)c1C,-9,-6
O=C(c1ccc(S(=O)(=O)N2CCCC2)cc1)N(c1ccccc1)C1C=CS(=O)(=O)C1 (stereo not drawn),9,0
CCn1c(C)cc2c(c1=O)C(c1ccncc1)C(C#N)=C(N)O2 (stereo not drawn),5,-13
O=C(N/N=C/c1cccc(F)c1)c1cc(-c2ccco2)nc2ccccc12,1,-1
O=C(NCc1ccccc1)/C(=N\O)c1ccccc1,4,-6
CCCNC(=O)C(Cc1cccc(OC)c1)NC(=O)c1ccc(C#N)cc1 (stereo not drawn),-6,-18
O=C(c1cc(-c2ccc(F)cc2)on1)N1CCCc2ccccc21,-2,-6
O=C(Nc1ccc(N2CCOCC2)c(Cl)c1)C1CCCCC1,3,4
CCN1CCc2nc3ccccc3c(C(=O)Nc3ccc(F)cc3)c2C1,4,-1
Cc1cc(OCC[N+]2(C)CCCCC2)nc2ccccc12,-1,1
O=C1Cc2ccccc2Sc2ccc(Cl)cc21,8,-22
COc1ccc(OC)c(C=Cc2ccc([N+](=O)[O-])cc2)c1,25,-6
FC(F)(F)c1cccnc1N1CCN(c2ncnc3nc[nH]c23)CC1,7,-5
CCCN1C(=O)/C(=C/C=C2\N(CC)c3ccccc3C2(C)C)SC1=S,-391,-27
Cc1cc(Br)c(NC(=O)CN(C)CCOc2ccccc2)c(Br)c1,-9,2
CNC(=O)N(C1=NCC(C)(C)S1)c1ccc(F)c(Cl)c1,7,-4
COc1cccc(Oc2ccc(N)cn2)c1,1,11
CC(C)CC(=O)NC1(C(F)(F)F)C(=O)Nc2c1c(=O)[nH]c(=O)n2Cc1ccco1 (stereo not drawn),10,-17
Cc1ccc(C(=O)N2CCCC(c3ccc(Cl)cc3)=N2)cc1,-3,5
CNc1ccccc1C(=O)OCC(=O)N(CCOC)c1c(N)n(CC(C)C)c(=O)[nH]c1=O,-2,5
COc1ccc(C(=O)NCCCSC)cc1OC1CCN(C(C)C)CC1,5,-1
Cc1ccc(S(=O)(=O)N(C)C)cc1NC(=O)COC(=O)c1ccc(Cl)cc1,3,4

# Quoted at random: 2 entries already listed
SMILES,TAG inh,TAG inh DAPI viability
Cc1cc(Br)c(NC(=O)CN(C)CCOc2ccccc2)c(Br)c1,-9,2
CCCN1C(=O)/C(=C/C=C2\N(CC)c3ccccc3C2(C)C)SC1=S,-391,-27

# (more compounds)
SMILES,TAG inh,TAG inh DAPI viability
O=C(CSc1nnc(COc2ccc(Cl)cc2)n1Cc1ccco1)N1CCNC1=O,-5,8
COc1ccccc1C(=O)Nc1nnc([C@H]2C[C@H](O)[C@@H](CO)O2)s1,8,0
O=C(CCC(=O)OCC(=O)c1ccc(-c2ccccc2)cc1)Nc1cccc(Cl)c1,13,-1
Cc1cc(N2CCN(C)CC2)nc2ccc(NC(=S)N3CCC4(CC3)OCCO4)cc12,7,3
C[C@@H]1CN([C@H](C)CO)C(=O)c2cc(NC(=O)Nc3ccc(F)cc3)ccc2O[C@H]1CN(C)C(=O)Nc1ccc(C(F)(F)F)cc1,16,-9
Cc1ccn(CCC(=O)N2CCCC(N3CCN(c4ccccc4C)CC3)C2)n1 (stereo not drawn),-14,16
O=C1CC(Cc2ccccc2)C(=O)N1c1ccccn1 (stereo not drawn),8,-10
COC(=O)C(C(=O)OC)C(C(=O)OC)C(C(=O)OC)C(=O)OC,-2,-9
CCCCC(=O)NC(=S)Nc1cccc(NC(=O)CC)c1,-19,12
O=c1c2ccc(F)cc2sn1-c1ccccc1,27,-13

# Sorted by number of heavy atoms (highest first): some entries from above
SMILES,TAG inh,TAG inh DAPI viability
C[C@@H]1CN([C@H](C)CO)C(=O)c2cc(NC(=O)Nc3ccc(F)cc3)ccc2O[C@H]1CN(C)C(=O)Nc1ccc(C(F)(F)F)cc1,16,-9
CNc1ccccc1C(=O)OCC(=O)N(CCOC)c1c(N)n(CC(C)C)c(=O)[nH]c1=O,-2,5
Cc1cc(N2CCN(C)CC2)nc2ccc(NC(=S)N3CCC4(CC3)OCCO4)cc12,7,3
O=C(CSc1nnc(COc2ccc(Cl)cc2)n1Cc1ccco1)N1CCNC1=O,-5,8
Cc1ccn(CCC(=O)N2CCCC(N3CCN(c4ccccc4C)CC3)C2)n1 (stereo not drawn),-14,16
Cc1ccc(S(=O)(=O)N(C)C)cc1NC(=O)COC(=O)c1ccc(Cl)cc1,3,4
COc1ccc(C(=O)NCCCSC)cc1OC1CCN(C(C)C)CC1,5,-1
CCCN1C(=O)/C(=C/C=C2\N(CC)c3ccccc3C2(C)C)SC1=S,-391,-27
COc1ccccc1C(=O)Nc1nnc([C@H]2C[C@H](O)[C@@H](CO)O2)s1,8,0
COC(=O)C(C(=O)OC)C(C(=O)OC)C(C(=O)OC)C(=O)OC,-2,-9
Cc1ccc(C(=O)N2CCCC(c3ccc(Cl)cc3)=N2)cc1,-3,5
CCCCC(=O)NC(=S)Nc1cccc(NC(=O)CC)c1,-19,12
O=C1CC(Cc2ccccc2)C(=O)N1c1ccccn1 (stereo not drawn),8,-10
O=C1Cc2ccccc2Sc2ccc(Cl)cc21,8,-22
COc1cccc(Oc2ccc(N)cn2)c1,1,11

# (cont.)
SMILES,TAG inh,TAG inh DAPI viability
CCn1cc(Br)c(C(=O)Nc2ccc(Cl)c(Cl)c2)n1,-4,4
O=C(Nc1ccccc1)C1=C[C@@H](c2ccc(C(F)(F)F)cc2)C[C@@H](OCc2ccc(CO)cc2)O1,6,-7
CC(=O)N1CCC(=NNS(=O)(=O)c2cccc([N+](=O)[O-])c2)CC1,20,-26
Cc1cc(C)c(C(=O)COC(=O)c2cc([N+](=O)[O-])ccc2N2CCOCC2)cc1C,2,2
CC(=O)Oc1ccc(-c2csc(Nc3cccnc3)n2)cc1,-11,7
CCOC(=O)N1CCC(NC(=O)CC(NS(=O)(=O)c2ccc(C)cc2)c2ccco2)CC1 (stereo not drawn),0,-4
O=C(Nc1ccc(NC(=O)c2ccccc2O)cc1)Nc1ccc(F)cc1F,6,7
CCOC(=O)c1cccc(NC(=O)C2CCN(S(=O)(=O)c3cnc[nH]3)CC2)c1,-2,-2
Cc1ccc(C(C)C)c(OCC(=O)N/N=C/c2cccn2C)c1,-17,-6
CNC(=O)/C(C#N)=C\c1cc(C)n(-c2ccc(N3CCOCC3)cc2)c1C,-18,-8
O=C(CCS(=O)(=O)c1ccccc1)Nc1ccc(N2CCN(Cc3ccccc3)CC2)cc1,-17,2
CCOc1ccc(S(=O)(=O)N2CCN(c3ccccc3)CC2)c2cccnc12,-26,9
O=C(CSCc1c(Cl)cccc1Cl)Nc1ccc2c(c1)OCO2,-9,3
O=C(c1cc(-c2cccs2)on1)N1CCCc2ccccc21,3,-3
CCN(CC)CC(C)OC(=O)c1ccccc1Cl (stereo not drawn),12,-18
CC(=O)Nc1ccccc1OCc1nnc(-c2cccs2)o1,-10,-14
CCC(=O)c1ccc(OCC(O)Cn2nc(C)c(Br)c2C)cc1 (stereo not drawn),-14,-5
COc1ccccc1C(=O)Nc1nc(C)cc(C)n1,-1,-6
Cc1cc(C)c(NC(=O)COC(=O)Cc2ccsc2)c(C)c1,-24,9
O=C(NC(=S)Nc1nc(-c2ccccc2)cs1)c1cccnc1,13,-3
CN(C)CCCN(C(=O)c1ccc([N+](=O)[O-])s1)c1nc2cc3c(cc2s1)OCCO3,34,12
Cc1nc(SCC(=O)NNC(=O)c2ccc(F)cc2)c2ccccc2n1,12,4
Cc1cccc(N2CN=C3SCC(=O)N3C2)c1,-6,9
CCOc1ccc(CCNC(=O)c2cccc(NC3=NC4CS(=O)(=O)CC4S3)c2)cc1OCC (stereo not drawn),15,0
O=C(CSc1nncs1)NCc1ccc(F)cc1,-10,9
O=C(NC(NCc1ccccc1)C(Cl)(Cl)Cl)c1cccnc1 (stereo not drawn),-1,-15
C[C@H]1CN(Cc2ccccc2)C(=O)[C@@H]1CC(=O)Nc1ccccc1,4,5
CCN(CC)C(=O)CSc1nc2cc(S(=O)(=O)N3CCOCC3)ccc2n1CC,-2,5
Cc1ccc(S(=O)(=O)NC(Cc2c[nH]c3ccccc23)C(=O)O)cc1 (stereo not drawn),-32,11
O=[N+]([O-])c1ccc(Cl)c(/C=N/N2CCN(Cc3ccccc3Cl)CC2)c1,-11,11
CCOc1ccc(NC(=O)C2C(c3ccccc3)C2(Cl)Cl)cc1 (stereo not drawn),7,-9
COc1ccc2cc(C(=O)C3CCCN(C(=O)CSc4nnc(C)o4)C3)ccc2c1 (stereo not drawn),-4,125
C=CC[C@H](CC(=O)OC(C)(C)C)C(=O)OC[C@H]1CCCN1C(=O)[C@@H](CC=C)CC(=O)N(CCO)Cc1ccccc1,3,-4
COc1cccc(C(=O)NC(=O)Nc2cc(C)on2)c1,2,7
CCCCC[n+]1ccn(-c2nc3ccccc3nc2[N-]S(=O)(=O)c2ccccc2)c1,14,-2
Cc1cccc(NC(=S)N/N=C/c2cccc([N+](=O)[O-])c2)c1,-5,-10
O=C(Nc1nnc(SCc2ccc(Cl)cc2Cl)s1)C1COc2ccccc2O1 (stereo not drawn),14,-19
O=C(CN1C(=O)NC2(CCCC2)C1=O)Nc1nc(-c2ccccc2)cs1,-5,5
CCOC(=O)/C(C#N)=C1\CC2CCC1(C)C2(C)C (stereo not drawn),11,-13
FC(F)(F)c1cccc(CN2CCC(c3cc(-c4cccs4)n[nH]3)CC2)c1,2,14
COc1ccc(C2CC(c3cccs3)=NN2C(=O)c2ccco2)cc1OC (stereo not drawn),-8,3
O=C(Cn1[nH]c(=O)c2ccccc2c1=O)OCC(=O)N(Cc1ccccc1)Cc1ccccc1,-3,-9
CNc1ccc2nnc(C(F)(F)C(F)(F)C(F)(F)F)n2n1,-6,-3
O=c1[nH]c(CS(=O)(=O)c2ccccc2)nc2ccccc12,-28,9
CCOC(=O)c1ccc(Nc2nnc(C(C)(C)C)c(=O)[nH]2)cc1,-10,-11
COc1ccc(C(C[N+](=O)[O-])c2c(C)cc3ccccn23)cc1 (stereo not drawn),20,-16
CCOc1cccc(C(=O)Nc2ccc3oc(-c4cccnc4)nc3c2)c1,0,5
O=C(COc1ccc(Br)cc1)Nc1ccc(NC(=O)c2ccccc2)cc1,8,8
Cc1oc2ccc(OC(=O)c3cccs3)cc2c1C(=O)OC(C)C,9,7
Cc1ccc(C)c(S(=O)(=O)N2CCN(C(=O)Cc3ccsc3)CC2)c1,1,10

# Next section.
SMILES,TAG inh,TAG inh DAPI viability
O=C(C1CC(=O)N(c2ccc(Cl)cc2)C1)N1CCC(c2nc3ccccc3[nH]2)CC1 (stereo not drawn),10,-7
COC(=O)Cc1ccc(N(Cc2ccccc2F)S(=O)(=O)c2ccc(Br)cc2)cc1,-7,1
Cc1csc(N)n1,-3,6
Cc1cc(Cl)ccc1-c1nc(NCCN(C)C)nc2ccsc12,9,28

# Assay outcomes (PubChem)
